hgDAF-12 ag – agonists of H. glycines DAF-12 nuclear receptor; HEK293 GAL4-hgDAF12 UAS-luciferase reporter, agonist luminescence; normalized to butyrate control; activation, % at 6.8 µM; hit rate 1.8% among 370,000; AID 687014;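 active = activation above a cutoff set at the mean of all screened compounds plus 3 SD, cut at about 10% in these data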;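 note: 0% = DMSO wells and 100% = sodium butyrate wells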
DAX1 inh-1 – inhibits human nuclear receptor DAX1. hit rate 0.99% among 340,000. AID 504766. inhibition, % at 6.75 µM. HEK293 Gal4-DAX1 luciferase reporter, luminescence;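 active = inhibition above the mean over all tested compounds plus 3 SD, cut at about 4.2% in these data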;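 note: 0% = DAX1-transfected cells with DMSO and 100% = empty-vector control cells with DMSO; inhibition shows as a rise in luminescence from relieved DAX1 repression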
ssDAF12 agonist – S. stercoralis DAF-12 activation, primary screen; hit rate 1% among 370,000; HEK293 ssDAF-12/GRIP1 lit1-tk-luc reporter, luminescence; % of 3 µM dafachronic acid response; activation, % at 6.8 µM;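 active = activation above the mean over all tested compounds plus 3 SD, cut at about 0.9% in these data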;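 note: 0% = DMSO-only wells and 100% = 3 µM delta7-dafachronic acid wells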
PLC-gamma1 inh – blocks human PLC-gamma1 enzyme activity; P19174; purified PLC-gamma1, fluorogenic substrate, fluorescence; inhibition, % at 12.2 µM; hit rate 0.84% among 370,000; in the data active = inhibition above about 9.5%
Target sequence (P19174 whole entry, looked up): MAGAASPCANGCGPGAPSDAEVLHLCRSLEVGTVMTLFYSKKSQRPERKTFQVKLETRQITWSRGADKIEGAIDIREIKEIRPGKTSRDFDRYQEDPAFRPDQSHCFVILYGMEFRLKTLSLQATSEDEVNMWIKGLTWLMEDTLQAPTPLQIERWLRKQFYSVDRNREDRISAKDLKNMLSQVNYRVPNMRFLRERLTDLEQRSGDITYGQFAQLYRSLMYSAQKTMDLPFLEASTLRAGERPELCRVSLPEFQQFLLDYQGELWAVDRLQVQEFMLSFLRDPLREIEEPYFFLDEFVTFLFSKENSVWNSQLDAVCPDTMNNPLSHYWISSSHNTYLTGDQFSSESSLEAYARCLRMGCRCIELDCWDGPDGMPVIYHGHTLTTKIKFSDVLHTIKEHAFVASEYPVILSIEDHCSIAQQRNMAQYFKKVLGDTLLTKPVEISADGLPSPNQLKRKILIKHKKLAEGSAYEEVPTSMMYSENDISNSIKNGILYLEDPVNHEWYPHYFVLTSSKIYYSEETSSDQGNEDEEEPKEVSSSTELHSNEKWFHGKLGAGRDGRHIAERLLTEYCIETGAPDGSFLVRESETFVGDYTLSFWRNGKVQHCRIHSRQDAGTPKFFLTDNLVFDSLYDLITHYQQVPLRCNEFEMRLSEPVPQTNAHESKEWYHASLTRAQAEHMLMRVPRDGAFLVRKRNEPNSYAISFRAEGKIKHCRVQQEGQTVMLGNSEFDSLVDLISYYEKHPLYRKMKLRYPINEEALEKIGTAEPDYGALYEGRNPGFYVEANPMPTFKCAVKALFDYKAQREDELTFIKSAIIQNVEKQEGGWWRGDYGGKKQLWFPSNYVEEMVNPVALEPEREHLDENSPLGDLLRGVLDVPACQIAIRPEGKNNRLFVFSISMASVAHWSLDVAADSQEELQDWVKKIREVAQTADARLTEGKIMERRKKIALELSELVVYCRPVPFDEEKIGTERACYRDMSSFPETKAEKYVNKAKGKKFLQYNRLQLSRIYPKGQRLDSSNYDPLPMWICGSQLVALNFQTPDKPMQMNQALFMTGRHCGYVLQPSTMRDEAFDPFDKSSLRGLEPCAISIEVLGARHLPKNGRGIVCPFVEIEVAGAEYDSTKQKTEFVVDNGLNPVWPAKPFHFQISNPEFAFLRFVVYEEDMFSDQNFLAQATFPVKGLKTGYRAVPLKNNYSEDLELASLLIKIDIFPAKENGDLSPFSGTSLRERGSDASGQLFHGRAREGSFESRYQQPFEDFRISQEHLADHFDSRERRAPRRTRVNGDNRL
ADAM17 inh – inhibits human ADAM17. AID 720648. recombinant ADAM17, EDANS/DABCYL FRET peptide cleavage. inhibition, % at 6.95 µM. P78536. hit rate 0.83% among 370,000;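 active = inhibition above the mean of compounds lying between control limits plus 3 SD, set per campaign, cut at about 8.5% in these data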;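 note: 0% = DMSO-only wells as the low control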
ADAM10 inh – inhibits human ADAM10 | O14672 | recombinant ADAM10, EDANS/DABCYL FRET peptide cleavage, 3 h | inhibition, % at 7 µM | hit rate 0.62% among 370,000;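 active = inhibition above a per-campaign cutoff equal to the mean of compounds falling between control-based bounds plus 3 SD, cut at about 20% in these data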;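 note: 0% = DMSO wells while the 100% control is not disclosed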
GAA850 FXN act – frataxin GAA850 promoter activation; activation, % at 6 µM; AID 540364; HEK293 lucGAA850 FXN promoter luciferase reporter, 24 h; percent of 10 µM SAHA response; hit rate 0.56% among 360,000;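 active = activation above the average of all compounds screened plus 3 SD, cutoff fixed separately per campaign, cut at about 7.5% in these data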;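 note: 0% = DMSO wells and 100% = 10 µM SAHA wells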
PLC-beta3 inh – blocks human PLC-beta3 enzyme activity; hit rate 0.18% among 370,000; Purified PLC-beta3, fluorogenic substrate, fluorescence; inhibition, % at 12.2 µM; Q01970; in the data active = inhibition above about 11%;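 note: 0% = median of compound wells on plate and 100% = full blocker control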
DAX1 inh-2 – inhibitors of DAX1 repression of SF-1 activated StAR promoter. HEK293T StAR-luciferase reporter, SF-1/DAX-1 repression relief. inhibition, % at 6.8 µM. hit rate 1.1% among 370,000. AID 652010;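 active = inhibition above the mean over all tested compounds plus 3 SD, cut at about 3.6% in these data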;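 note: 0% = DAX-1 cells with DMSO and 100% = cells lacking DAX-1 with DMSO; higher inhibition means more luminescence from relief of DAX-1 repression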
HGIII-sPLA2 inh – Blocks human group III sPLA2 activity; inhibition, % at 12.2 µM; Q9NZ20; QFRET BODIPY PC-A2 liposome hydrolysis, fluorescence; hit rate 0.56% among 370,000;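 active = inhibition above mean plus 3 SD of compounds lying within the high and low control bounds, cut at about 19% in these data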;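 note: 0% = median of test compound wells and 100% = no enzyme DMSO wells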
hcDAF-12 act – H. contortus DAF-12 activation, primary screen. HEK293 hcDAF-12 lit1-tk-luc reporter, luminescence; 0% DMSO, 100% Δ7-dafachronic acid. activation, % at 6.8 µM. hit rate 1.4% among 370,000;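 active = activation above the mean of all tested compounds plus 3 SD, cut at about 5.5% in these data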;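 note: 100% = response to 3 µM Δ7-dafachronic acid high control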
The depositor's hits bear a star; i = inactive; . = no result given. Compounds were not picked by outcome (roughly 6.9% active in at least one column).

SMILES	hgDAF-12 ag	DAX1 inh-1	ssDAF12 agonist	PLC-gamma1 inh	ADAM17 inh	ADAM10 inh	GAA850 FXN act	PLC-beta3 inh	DAX1 inh-2	HGIII-sPLA2 inh	hcDAF-12 act
COc1cc(C(=O)NCc2ccccc2)cc(Br)c1OC	-2.6	1.5	-1.2	2	1	8	1.4	3	-0.3	4	-1.5
CCC(C)c1c(N)n(S(=O)(=O)c2ccc(C)cc2)oc1=O (stereo unspecified)	-1.5	-0.9	-1.3	0	-3	-7	-0.7	-3	-0.1	2	0.3
CCC1Oc2ccc(C)cc2N(CC(=O)NCCCN2CCCCC2CC)C1=O (stereo unspecified)	-0.1	-0.5	-1.0	1	-3	0	0.3	2	0.2	-4	-1.1
O=C(NCCc1ccccc1)C(=O)c1c[nH]c2ccccc12	4.4	-0.1	0.2	2	-1	10	5.8	-10	-0.1	-6	0.8
Cc1ccc(N(C)S(=O)(=O)c2ccc(C)cc2)cc1	-0.6	0.2	-1.3	1	1	14	-2.9	3	-0.4	2	-0.7
COc1ccc(N(CCCN2C(=O)c3cccc4cccc(c34)C2=O)C(=O)c2cccs2)cc1	-1.4	-0.1	-0.9	-1	0	-2	2.9	-1	0.1	4	2.1
CC(Sc1nnnn1-c1ccccc1)C(=O)NC1CCCC1 (stereo unspecified)	0.8	0.1	-0.9	-1	-8	-3	1.2	-5	-0.9	4	-0.5
O=C(Nc1c(C(=O)N2CCCCC2)cnn1-c1ccccc1)c1ccco1	-0.5	0.4	-1.7	4	1	2	2.6	3	-0.2	-4	0.0
COc1cccc(C(=O)OCC(=O)c2ccc(S(=O)(=O)N3CCCCC3)cc2)c1OC	-3.2	-1.9	-1.2	3	4	18	-1.2	1	0.8	-69	-1.9
CCc1ccc2c(c1)NC(=O)C2(C)Cc1ccccc1Cl (stereo unspecified)	3.2	.	-1.0	3	2	-6	-1.6	3	-0.8	1	0.5
O=C(C[C@H]1C(=O)N(c2ccccc2)C[C@@H]1Cc1ccccc1)Nc1ccc(Br)cc1	5.6	1.1	-1.5	7	7	-2	-0.5	8	0.0	1	2.2
CCN(C(=O)c1cn(C)c(=O)c2ccccc12)c1ccccc1F	0.8	0.2	-0.8	0	-2	2	1.5	-4	0.4	4	-0.1
COc1ccc2c(c1)CN1C(=O)N(Cc3ccc(F)cc3)S(=O)(=O)CC21 (stereo unspecified)	0.8	.	-0.9	-3	4	-2	.	-4	-0.5	3	-0.2
Cc1cc(-c2ccccc2)n2ncc(-c3ccccc3)c2n1	7.7	0.2	0.2	-8	3	5	-1.5	-16	3.9*	12	11*
Cc1cccc(Cn2c(NCC(C)O)nc3c2c(=O)n(C)c(=O)n3C)c1 (stereo unspecified)	-2.2	-1.9	-1.8	-1	-2	8	0.1	1	-1.4	-3	-2.1
CCc1cc2c(=O)c(-c3nc4ccccc4n3C)c(COCC(=O)O)oc2cc1OC(=O)C(C)(C)C	2.3	-0.5	-0.9	-7	-2	-7	1.4	-10	-0.6	-9	3.1
CCN(C(=O)CSc1nc2scc(-c3ccccc3)c2c(=O)n1C)C1CCS(=O)(=O)C1 (stereo unspecified)	2.0	-0.1	-1.2	0	-3	-4	-0.9	-4	0.4	5	-1.8
C/C(=N\Nc1cc(Cl)nc(C)n1)c1ccc(Cl)c(Cl)c1	-0.1	0.9	-0.8	0	-1	12	-1.4	3	-0.8	7	-0.7
COC(=O)CCC(=O)NNC(=O)CCC(=O)Nc1cccc(Cl)c1C	1.4	-0.2	-1.0	2	-16	1	1.8	-6	-0.8	13	0.1
O=C(CC(c1ccccc1)c1ccccc1)Nc1ccc(C(=O)O)cc1	-0.2	1.1	-1.7	0	-3	2	3.6	-3	0.1	5	-1.4
Cc1cc(Cl)ccc1NC(=S)NCc1ccc(Cl)cc1	-1.9	0.5	-1.4	0	-2	1	-2.2	2	-0.6	-10	-2.4
CC(=O)c1sc2c(c1N)c(=O)[nH]c(=O)n2-c1ccccc1	-2.8	0.2	-0.7	-4	-2	-10	1.4	-10	0.0	1	-0.7
Cc1nnc(NC(=O)c2ccc(F)c(S(=O)(=O)N3CCCCC3)c2)s1	-0.5	0.8	-0.9	-2	-1	-5	-1.7	-8	-2.5	7	-1.2
COc1ccccc1C1SCCN1S(=O)(=O)c1cccc(C(F)(F)F)c1 (stereo unspecified)	-0.7	-1.7	-1.4	0	4	15	2.5	4	-0.2	1	-0.9
C#CCn1c2ccccc2c(=O)n1C(C)CBr (stereo unspecified)	3.6	.	1.1*	-19	-44	-189	.	-26	1.8	2	0.9
CC12CCC(C(=O)N(NC(=O)c3ccccc3Cl)C1=O)C2(C)C (stereo unspecified)	-0.9	0.8	-1.2	4	2	2	-0.4	3	0.0	-1	-0.8
CCC1Oc2ccc(C)cc2N(CC(=O)NCCCN2CCN(Cc3ccccc3)CC2)C1=O (stereo unspecified)	-0.2	-0.4	-1.5	1	-5	-3	0.6	2	-0.8	-5	-2.4
O=C(Cc1ccc(NS(=O)(=O)c2ccc(Cl)c(Cl)c2)cc1)NCCN1CCOCC1	-3.2	-0.8	-0.8	1	1	4	1.5	-6	0.2	-3	-0.8
COc1cc(Nc2ncnc(N)n2)cc(OC)c1OC	-2.2	-0.1	-0.4	2	-5	0	2.4	-4	0.3	11	0.4
O=S(=O)(NCc1cccnc1)c1ccc(Cl)nc1	0.4	2.4	-1.2	5	2	8	-2.6	2	0.3	8	-2.0
CCN(CC(=O)Nc1ccc(NC(C)=O)cc1)C(=O)c1ccc(COc2ccc(C(C)(C)C)cc2)cc1	-4.7	-2.1	-2.5	1	1	8	-3.6	-4	-3.1	-14	-4.2
O=C(NC1CCCCC1)c1cc(-n2cnnc2)ccc1Cl	-0.3	0.0	-0.3	9.8*	-3	-2	0.6	-3	0.1	2	-0.6
Cc1cc(C)nc(SCC(=O)Nc2ccc(S(=O)(=O)NC(C)(C)C)cc2)n1	-1.4	-1.9	-2.3	1	6	-6	0.7	3	-1.1	-5	-2.8
COc1ccc(CN(C)C(c2ccccc2)c2nnnn2-c2ccccc2C)c(OC)c1C (stereo unspecified)	2.7	-0.6	-1.1	-1	3	3	-0.2	-3	1.1	-11	1.3
O=C(Oc1ccccc1)N1CCCCC1	5.5	0.7	-1.0	6	-5	-23	-0.6	-1	-0.5	12	0.5
C/C(=N\S(=O)(=O)c1ccc(C)cc1)Nc1cc(C(C)C)c(O)cc1C	1.7	0.1	-1.9	1	1	2	0.7	-4	-0.7	-22	-1.4
CSc1ccccc1C(=O)N1CCc2ccccc2C1	-0.6	0.5	-1.0	4	0	7	1.9	-2	-0.1	2	2.7
COc1cccc2cc(C(=O)N3CCN(C(=O)c4ccco4)CC3)c(=O)oc12	-0.8	0.8	-2.5	-44	-9	-18	-1.4	-55	0.4	7	0.1
COc1ccc(C(=O)/C=C/C(=O)N(CC(=O)NC2CCCCC2)CC2CCCO2)c(O)c1 (stereo unspecified)	-7.0	-6.4	-3.0	-2	-1	-6	4.7	-6	-2.6	-34	-3.7
Cc1ccc(C2=NOC(C)(c3sc(-c4ccc(Cl)cc4)nc3C)C2)cc1 (stereo unspecified)	1.5	0.2	-0.9	4	4	-5	2.6	-1	0.4	0	-0.9
O=C(Cc1ccccc1)Nc1ccc(NC(=O)Cc2ccccc2)c(Cl)c1	-0.1	0.0	-1.6	-2	-4	0	0.3	-4	0.3	-1	-0.2
COc1ccccc1NC(=O)c1sc2ncn(CC(=O)Nc3ccccc3)c(=O)c2c1C	-0.6	-0.3	-0.6	-7	-2	-4	13*	-10	-0.3	-1	-0.7
CC(C)N(C(=O)Cn1c(=O)oc2ccccc21)c1ccccc1	1.0	0.6	-0.9	3	2	2	-0.4	1	-0.4	-2	-1.5
Cc1cc(NC(=O)CN2CCN(c3ccccc3O)CC2)no1	0.1	-0.1	1.1*	1	-2	-9	-0.9	-1	0.2	-3	0.5
CCOC(=O)c1c(NC(=O)CSc2nnc(-c3cccnc3)o2)sc(C(C)=O)c1C	2.1	-1.6	-1.4	-5	-1	-2	-0.3	-5	-0.4	-16	-1.1
Cc1ccc(SCc2noc(C(=O)NC(C)C)c2C(=O)O)cc1C	-2.4	1.9	-1.5	-4	-3	-6	0.6	-7	0.2	2	-1.7
COc1ccc(NC(=O)COC(=O)c2ccc(S(=O)(=O)N3CCCC3)cc2)cc1OC	4.3	0.4	-1.3	-2	-3	-5	-0.9	-4	-1.2	4	2.6
Cc1ccc(NC(=O)c2sc3nc[nH]c(=O)c3c2C)c(C)c1	-2.4	-0.2	-1.2	-1	-6	2	2.8	-2	-0.5	1	-0.7
C#CCN(C[C@H]1[C@H](OC(=O)NCCCCCC)[C@H](OC(=O)NCCCCCC)C[C@@H](C(=O)OC)[C@H]1C(=O)OC)S(=O)(=O)c1ccc(C)cc1	0.2	-0.7	-1.4	2	3	-22	0.4	5	-0.3	12	1.6
CCOc1c2ccc(C(=O)NCc3ccc(OC(F)(F)F)cc3)cc2nn1C	0.5	-0.5	-1.3	-343	-229	i	-0.4	-492	-0.1	2	-1.5

New compounds follow.
SMILES	hgDAF-12 ag	DAX1 inh-1	ssDAF12 agonist	PLC-gamma1 inh	ADAM17 inh	ADAM10 inh	GAA850 FXN act	PLC-beta3 inh	DAX1 inh-2	HGIII-sPLA2 inh	hcDAF-12 act
CCc1cc(N2CCOCC2)cc2c1[nH]c1ccccc12	-2.2	-0.4	0.2	-256	-268	i	4.3	-437	-0.6	12	0.4
CS(=O)(=O)N1CCN(c2ccccc2NC(=O)C(c2ccccc2)c2ccccc2)CC1	-1.5	0.1	-1.6	2	0	10	-3.4	-1	-0.6	-9	0.1
COc1ccc(C(=O)NCCNc2nc3ccc(C)cc3cc2C#N)cc1OC	2.8	-0.6	-1.4	-89	-100	-239	2.5	-98	-0.2	0	-1.6
O=C(NCC(F)(F)F)c1ccc(S(=O)(=O)Nc2ccccc2N2CCCC2)cc1	-0.9	-0.8	-0.6	-4	-1	-13	-1.5	-2	-0.7	6	-0.4
CCCCCc1nnc(NC(=O)Cn2cnc3ccccc3c2=O)s1	1.4	-0.2	-0.1	2	1	-5	0.3	-2	-0.1	6	1.3
O=C(NC(=S)Nc1ccc(Br)cc1)C1CCC1	7.3	-0.2	-0.5	4	1	2	4.3	-2	1.5	3	1.6
O=C(CSc1nnc(-c2cccnc2)n1-c1ccccc1)NCc1ccc2c(c1)OCO2	-0.9	-0.1	-1.3	-16	-2	0	0.4	2	0.3	-1	-0.6
COc1ccc(C)cc1NC(=O)c1cc(S(=O)(=O)N2CCC3(CC2)OCCO3)ccc1F	-3.4	-0.1	-1.2	-4	1	3	-0.1	-13	-0.3	-6	-2.4
CCOC(=O)c1[nH]cnc1C(=O)NC(C)C	-1.8	-0.1	-1.2	3	-1	-2	0.8	2	-0.7	4	-1.5
CC(C)CCNC(=O)C(=O)NCC1OCCCN1S(=O)(=O)c1cccs1 (stereo unspecified)	-0.4	0.5	-1.4	2	-7	-2	-1.0	-11	0.1	3	-1.4
COc1ccccc1NC(=O)COC(=O)C1CC2CCCC(C1)C2=O (stereo unspecified)	1.2	1.5	-1.5	-1	-4	-11	0.8	4	0.3	-2	0.8
Cc1onc(-c2c(Cl)cccc2Cl)c1C(=O)c1ccc(F)cc1	2.0	.	-1.6	-2	-1	3	-0.9	-2	-0.9	0	-1.2
